Screens deposited in PubChem by several laboratories.
GSK3A inh: inhibitors of human GSK-3 alpha kinase; inhibition, % at 10 µM; ADP-Glo luminescence, 60 min; 320,000 tested, 0.1% active; AID 2650;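 in the data active means inhibition above about 50%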;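 further: GST-tagged GSK-3 alpha with peptide substrate and 25 µM ATP; 0% = DMSO neutral wells and 100% = GW8510 positive control wells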
Target sequence (P49840 whole entry, looked up): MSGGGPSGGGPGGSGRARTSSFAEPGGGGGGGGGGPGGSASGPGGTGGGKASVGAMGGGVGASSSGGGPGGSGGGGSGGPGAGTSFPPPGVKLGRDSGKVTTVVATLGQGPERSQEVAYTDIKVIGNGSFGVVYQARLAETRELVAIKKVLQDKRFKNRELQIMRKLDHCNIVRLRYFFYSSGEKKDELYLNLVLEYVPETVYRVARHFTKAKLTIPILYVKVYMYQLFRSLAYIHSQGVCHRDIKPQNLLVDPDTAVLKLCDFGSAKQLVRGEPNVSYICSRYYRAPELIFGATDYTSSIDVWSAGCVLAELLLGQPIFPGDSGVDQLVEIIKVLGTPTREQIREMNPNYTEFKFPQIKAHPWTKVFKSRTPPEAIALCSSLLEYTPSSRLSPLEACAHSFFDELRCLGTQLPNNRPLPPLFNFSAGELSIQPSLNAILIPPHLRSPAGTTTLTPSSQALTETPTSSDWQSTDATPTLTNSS
HSF1 activator: increases HSF-1 driven luciferase reporter signal; 300,000 tested, 1.7% active; activation, % at 9 µM; NIH3T3-HGL HSF-1 luciferase reporter, MG132, 8 h; 100% = twice DMSO control signal;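 active means mean replicate activation of at least 50% with a set share of replicates each reaching 50%; inconclusive means only one of those two conditions met; inactive means mean below 50% and too few replicates reaching it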;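 further: 0% = median of the neutral control wells and 100% = twice that signal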
HSP90 refold inh: inhibitors of HSP90 luciferase refolding in rabbit reticulocyte lysate. luciferase refolding luminescence, 3 h. inhibition, % at 5.6 µM. 290,000 tested, 0.91% active. AID 1789;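 active means inhibition above the screen-wide mean plus 3 SD, computed separately per campaign, cut at about 16% in these data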;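 further: 0% = DMSO wells and 100% = 60 µM geldanamycin wells; inhibitors lower the luminescence because luciferase stays unfolded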
HIF activator: HIF pathway transcriptional activation | U2OS HRE-luciferase reporter, luminescence; normalized: DMSO 0%, desferrioxamine 100% | activation, % at 7.5 µM (by protocol) | 300,000 tested, 0.32% active;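 active means mean activation of at least 10% of the iron chelator positive control signal, with at least half of replicates also reaching 10%; inconclusive means mean and replicate majority disagree about reaching 10%; inactive means mean and most replicates under 10%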
KLF5 inhibitor: kruppel-like factor 5 inhibition; DLD-1 KLF5 promoter-luciferase reporter, luminescence; inhibition, % at 5 µM; 290,000 tested, 0.23% active;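 active means inhibition above a per-plate limit of that plate's mean compound inhibition plus 3 SD, cut at about 60% in these data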;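 further: 0% = DMSO wells and 100% = LY294002 at 200 µM; higher means less KLF5 promoter-driven luciferase light; inactives centre near -14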
GSK3beta inhib: blocks human GSK3beta kinase activity; 300,000 tested, 0.038% active; GST-GSK3beta kinase, ADP-Glo luminescence, 60 min; stronger effect = lower value; activity score (negative = inhibition), % at 10 µM;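 active means more than half of replicate wells score below -50%, meaning over 50% inhibition versus plate controls; inconclusive means some replicates but at most half score below -50%; inactive means no replicate scores below -50%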;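 further: 0% = median DMSO wells and -100% = median GW8510 positive control wells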
Target sequence (P49841 whole entry, looked up): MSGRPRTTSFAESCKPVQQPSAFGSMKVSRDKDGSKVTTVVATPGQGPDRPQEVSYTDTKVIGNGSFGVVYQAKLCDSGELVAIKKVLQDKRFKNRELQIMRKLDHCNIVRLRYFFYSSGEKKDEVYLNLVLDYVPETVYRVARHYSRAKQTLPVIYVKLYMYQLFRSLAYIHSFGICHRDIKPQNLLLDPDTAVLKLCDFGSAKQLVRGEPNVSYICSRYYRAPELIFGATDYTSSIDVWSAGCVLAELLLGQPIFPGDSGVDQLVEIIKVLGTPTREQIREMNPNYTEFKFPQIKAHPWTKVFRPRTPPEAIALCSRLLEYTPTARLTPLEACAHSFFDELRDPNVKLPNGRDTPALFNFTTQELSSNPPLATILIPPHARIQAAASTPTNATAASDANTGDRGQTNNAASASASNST
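test system = GST-tagged human GSK3beta kinase, cell-free | reagent = 25 µM ATP with peptide substrate | dosing = one dose of 10 µM per compound | schedule = 60 min reaction, RT | detection = luminescent ADP-Glo measurement of ADP formed | control set = DMSO neutral wells and GW8510 at 20 µM as positive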
aSyn 5UTR inh: 5' untranslated region of α-synuclein, MLPCN primary screen; alpha-synuclein 5'UTR reporter, inhibitor activity; inhibition, % (tested at 7.5 µM); 300,000 tested, 0.82% active; in the data active means inhibition above about 60%; inconclusive means no clear call, values can overlap the other calls;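 further: H4 neuroglioblastoma cells stably carrying SNCA 5'UTR luciferase fusion; 0% = DMSO wells and 100% = positive control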
AI-2 QS modul: modulates the Vibrio harveyi AI-2 quorum sensing system | 300,000 tested, 0.4% active | Vibrio harveyi JMH597 AI-2 luminescence/OD600 ratio, 9 h; stronger effect = lower value; strain lacks LuxN and CqsS sensors; 0 = neutral-control median | activity change, % at 7.5 µM; in the data active means activity change below about -75%, passing the limit was not always enough; inconclusive means no clear call, values can overlap the other calls;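 further: luminescence divided by OD600 gain over 9 h not by final OD600 alone; inactives centre near 13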
IEC-6 tox: IEC-6 cytotoxicity, counter-screen for KLF5 inhibitors. luminescence viability. inhibition, % at 5 µM. 290,000 tested, 0.78% active. AID 1825; in the data active means inhibition above about 22%;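 further: 0% = plate median of test compound wells and 100% = cytotoxic reference compound wells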
HSF1 inh: HSF1 inhibition; NIH3T3-HGL HSE-luciferase, MG132-induced, luminescence 8 h; stronger effect = lower value; 300,000 tested, 0.77% active; AID 2098; activity change, negative = inhibition, % at 7.5 µM (by protocol);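 active means more than half of replicate wells show activity change below -50%, luminescence cut by over half; inconclusive means some wells, but at most half, below -50%; inactive means no replicate well below -50%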;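 further: luciferase reports HSF-1 transcriptional activity via heat shock element; 0% = median of DMSO wells and -100% = zero luminescence signal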
* hit, by the source's call; ? = inconclusive; / = no result given; & = joins results of further samples.

Order of results – GSK3A inh	HSF1 activator	HSP90 refold inh	HIF activator	KLF5 inhibitor	GSK3beta inhib	aSyn 5UTR inh	AI-2 QS modul	IEC-6 tox	HSF1 inh
> Cc1ccc(Oc2nc3ccccn3c(=O)c2/C=C(\C#N)C(=O)Nc2c(C)n(C)n(-c3ccccc3)c2=O)c(C)c1
→ 9	24	-4	0.1	1	3	-4	9	-5	15
> O=C(NCC(=O)N1CCCCCC1)c1ccc(Br)cc1
→ -3	14	-2	2.1	-64	3	-52	15	-5	10
> Nc1c(C(=O)NCc2ccco2)nnn1CC(=O)Nc1ccccc1
→ -1	11	1	0.5	-38	-2	-6	29	0	-7
> Cc1ccc(/C=C/c2nnc(-c3cccs3)o2)cc1
→ -1	34	8	0.5	-62	-3	-39	20	4	12
> O=C(/C=C/c1ccco1)Nc1ccccc1C(=O)Nc1cccc(C(=O)O)c1
→ -2	0	0	-0.2	14	5	4	12	-2	-3
> Cc1nonc1C1CCCN1C(=O)c1cc(COc2ccc(F)cc2F)on1 (stereo unspecified)
→ -3	44	-5	4.1	-163	2	-126	4	-2	11
> COc1ccccc1NC(=O)Cc1noc(CSc2nnc(C(F)(F)F)n2C)n1
→ -1	-1	1	0.7	-4	0	-2	9	2	-5
> COc1ccc(OC)c(S(=O)(=O)Nc2ccccc2O)c1
→ 8	90*	/	-0.1	/	0	-6	4	/	67
> O=C(Cc1ccccc1)c1ccccc1C(=O)N1CCCCC1
→ -2	18	-1	1.5	12	1	-9	8	6	29
> Cc1ccc(C2C(=O)c3ccccc3C2=O)cc1
→ -1	-2	-3	-0.6	-43	2	0	24	-5	-5
> CC(=O)c1ccc(NC(=O)C2CC2c2ccccc2)cc1 (stereo unspecified)
→ -1	5	/	0.7	/	-5	14	-25	/	-3
> C=CCOc1ccc(C2=NO[C@@H]3[C@@H]4C[C@@H]([C@H]5C(=O)N(C)C(=O)[C@@H]45)[C@H]23)cc1
→ -4	6	0	-0.4	-49	1	19	14	-1	-2
> O=C(O)c1nccnc1C(=O)NCc1csc2ccc(Cl)cc12
→ -1	-50	-1	0.4	-51	0	-17	24	1	-37
> CCOC(=O)CNC(=O)CCNS(=O)(=O)c1ccc2c(c1)c(=O)n(C)c(=O)n2C
→ -2	-10	4	/	-29	6	-7	7	6	-1
> CC(C)c1cc(CN2CCN(CCC#N)CC2)cc(C(C)C)c1O
→ 1	24	-2	-1.4	-25	2	-4	12	0	-4
> CC(C)(C)OC(=O)N1CCC(c2cc(-c3cccs3)n[nH]2)CC1
→ -3	16	-2	1.2	-12	-1	-7	7	1	8
> COc1ccccc1/C=C1\SC(=S)N(CCC(=O)NNC(=O)c2ccccc2OC)C1=O
→ -2	-7	9	-0.3	-8	0	18	28	-5	-16
> COc1ccc(Nc2cc(Nc3cc(OC)c(OC)c(OC)c3)ncn2)cc1
→ -3	8	-1	-0.6	-5	3	20	20	18	-2
> Cc1c(CN(C)CCc2ccccc2)c(=O)n(-c2ccccc2)n1C
→ 1	-6	3	/	-49	-1	16	12	2	-9
> CCc1cc(=O)oc2c(C)c(OCC(=O)NCCCN3CCCC3=O)ccc12
→ 4	14	-2	-0.8	-24	-3	-2	18	-1	5
> COC(=O)C1=C(C(=O)OC)[C@@H]2N(C)c3ccc(OC)cc3[C@@]23C[C@@H](C(=O)OC)N(C(=O)c2ccco2)C3=N1
→ 0	9	/	-0.6	/	4	-15	18	/	3
> Fc1ccc(NC(=S)Nc2cccnc2)c(Cl)c1
→ -3	0	2	0.5	2	4	14	6	3	-1
> CCOC(=O)N1CCC(N2CCN(S(=O)(=O)c3ccc(Cl)cc3)CC2)CC1
→ -1	1	4	0.1	-31	2	3	42	5	1
> CC[C@]1(c2ccccc2OC)C(=O)N(C(=O)OC)N1C(=O)OC
→ -4	-25	1	-2.1	-7	3	-5	23	10	-4
> Cc1ccc(-c2nnc(N3CCN(C(=O)CN4CCOCC4)CC3)c3ccccc23)cc1
→ 0	-12	3	0.2	-29	1	30	12	-3	-8
> COc1cccc(OC)c1C(=O)N1CCNCC1
→ -2	42	0	-1.6	-55	1	-3	10	1	6
> COc1ccc(OCc2nnc(SCC(=O)Nc3ccc(C)cc3)o2)cc1
→ 5	19	-1	-26	8	/	-2	/	9	-2
> O=C(Nc1ccc2c(c1)OCCO2)c1ccccc1F
→ 3	21	14	-1.5	-107	0	38	-5	-3	0
> CCCn1nnc(NC(=S)NC(=O)C(C)(C)C)n1
→ 0	-6	3	0.1	-28	-1	-14	14	0	-1
> COc1ccc(Cl)cc1NC(=O)CN(C)C(=O)C12CC3CC(CC(Cl)(C3)C1)C2
→ /	1	-3	-0.8	-10	4	12	21	3	6
> O=C(CSc1nc(C(F)(F)F)cc(=O)[nH]1)NCc1ccc2c(c1)OCO2
→ -4	-4	/	3.7	/	2	4	14	/	-6
> CC(=O)N(NC(=O)c1ccccc1Cl)C1CC(=O)N(c2ccc(C)cc2)C1=O (stereo unspecified)
→ -2	-9	-2	0.4	7	1	-18	3	4	3
> Cc1cc(=O)oc2cc(OC(=O)CCCCCN3C(=O)c4ccccc4C3=O)ccc12
→ 9	-23	5	-0.4	-15	0	22	40	3	5
> CC(C)C(=O)Nc1ccc(C(=O)NCc2cccnc2)cc1
→ -4	-9	4	-0.7	-25	2	6	24	62*	3
> Cc1nn(-c2ccccc2)c(-c2ccccc2[N+](=O)[O-])c1C(=O)O
→ 1	-5	2	-0.3	-15	0	3	13	2	3
> COc1ccc(C(=O)Nc2ccnn2C2CCN(Cc3cn(C)nc3C)CC2)cc1
→ 0	-7	1	-0.1	-12	-2	-1	23	-7	0
> O=C(O)CCCC(=O)Nc1ccc2c(c1)oc1ccccc12
→ -2	-15	-2	0.2	-31	0	11	20	-1	-2
> Cc1ccc2nc(Cl)c(/C=N/NC(=O)[C@H]3C[C@@H]3c3ccccc3)cc2c1
→ 0	25	-4	0.0	-14	0	-16	39	6	7
> COc1ccc(CCNC(=O)CNCC2CCCO2)cc1OC (stereo unspecified)
→ -1	?	-2	0.0	0	-1	13	33	1	19
> COc1cc2nc(N(CCCN(C)C)C(=O)c3ccc(C(=O)c4ccccc4)cc3)sc2cc1OC
→ 0	-21	/	0.1	/	-4	-16	11	/	-2
> CCOc1ccc(C(=O)N[C@H](C(=O)Nc2ccc(OC)c(S(=O)(=O)N3CCOCC3)c2)C(C)C)cc1
→ -1	11	-2	0.3	-7	1	2	18	-3	-6
> CCCCn1c(N)c(N(CCOC)C(=O)C2CCN(C(=O)c3ccccc3C)CC2)c(=O)[nH]c1=O
→ 0	-11	/	-0.2	/	4	1	16	/	-5
> NC(=S)Nc1cccc2[nH]ncc12
→ 0	7	0	-0.6	6	-2	-9	6	0	-2
> CCc1cc2c(=O)oc(-c3ccc(F)cc3)nc2s1
→ 1	6	0	-1.0	-31	-2	-27	15	-6	6
> Cc1ccc(-n2c(CNc3ccc(F)cc3)nnc2SCC(=O)O)cc1
→ 0	-17	2	-0.4	-1	-1	27	0	-8	-2
> CCN1CCN(S(=O)(=O)c2cccc(S(=O)(=O)N3CCOCC3)c2)CC1
→ 2	-8	2	-0.1	-19	-2	-23	0	-5	-8
> Cc1ccc(NC(=O)c2ccc(S(=O)(=O)NCc3ccco3)cc2)nc1
→ -3	19	/	3.4	/	-2	-131	15	/	4
> Cc1ccc(CN2C(=O)CCC2C(=O)NC2CCCC2)cc1 (stereo unspecified)
→ -3	-9	3	-1.3	-35	-5	-11	34	0	-8
> COc1ccc(OC)c(NC(=O)c2sc3nc(Cc4ccccc4)cc(C(F)(F)F)c3c2N)c1
→ 0	47	-1	0.2	-33	0	19	0	1	6
> Nc1nnc(COc2ccccc2)s1
→ /	-2	-4	0.0	-14	-1	-10	16	-2	5

Further entries:
Order of results – GSK3A inh	HSF1 activator	HSP90 refold inh	HIF activator	KLF5 inhibitor	GSK3beta inhib	aSyn 5UTR inh	AI-2 QS modul	IEC-6 tox	HSF1 inh
> O=C(c1ccccc1S(=O)(=O)NCc1ccccc1)N1CCCC1
→ 0	-26	/	/	/	0	15	-4	/	-5
> C=CCc1ccccc1OCC(O)CN1CCN(Cc2ccc3c(c2)OCO3)CC1 (stereo unspecified)
→ -1&-1	31&30	2&-1	-0.1&0.6	-44&-31	3&5	4&20	24&12	2&0	1&-10
> Cc1ccc(C(C)C)cc1OCCn1cncn1
→ -5	10	2	-0.1	-11	-1	6	23	0	-6
> COc1ccc(CN2CC(C(=O)NCCCOC(C)C)CC2=O)cc1 (stereo unspecified)
→ -2	/	-8	-0.1	9	1	23	26	2	/
> NC(=O)NC1NC(=O)NC1=O (stereo unspecified)
→ 0	23	-2	0.0	-16	-2	14	-3	-4	0
> CC1=NNC(=O)C1CC(=O)N/N=C(\C)c1ccco1 (stereo unspecified)
→ -3	-11	-2	-0.2	-17	0	16	19	4	-2
> COc1cc(OC)c(OC)cc1/C=C1\CCC(C2CCCC2)C1=O (stereo unspecified)
→ -1	4	0	-0.1	8	-5	-10	3	1	3
> CCOC(=O)Cn1c(-c2ccc(OC)cc2)c(-c2ccc(OC)cc2)nnc1=O
→ -1	1	-4	-0.8	3	3	3	25	-6	3
> CCn1nc(NS(=O)(=O)c2ccccc2)c2cc3ccccc3nc21
→ -6	17	-3	0.1	-22	2	-8	35	0	-3
> CCCOc1ccccc1NC(=O)c1ccc(N)cc1
→ -6	3	1	-0.6	28	1	7	10	6	-8
> O=C(NC1CCN(Cc2ccccc2)CC1)c1ccc(Cn2c(=S)[nH]c3ccc(N4CCOCC4)cc3c2=O)cc1
→ -1	36	3	2.3	-26	-2	-92	44	4	11
> Cc1cc(Br)c(NC(=O)CN(C)CCOc2ccccc2)c(Br)c1
→ -4	14	4	0.9	4	1	3	9	8	16
> O=C(c1ccccc1)N(Cc1ccccc1)Cc1ccccc1
→ 5	-8	-3	-2.0	-27	3	34	6	-4	6
> CC1(OC(=O)C2CCCC2)C(=O)C=C2C=C3CCCN3C=C2C1=O (stereo unspecified)
→ -32	-4	/	0.3	/	-2	12	26	/	3
> CC(C)Cc1nnc(NC(=O)c2ccc(N3CCCC3=O)cc2)s1
→ 0	8	/	0.5	/	/	-20	/	/	-2
> COc1cc(CNC(=O)CCC(=O)N2C[C@H]3C[C@H](C2)c2cccc(=O)n2C3)cc(OC)c1OC
→ -3	-2	0	0.0	-19	-21	1	7	3	-4
> COc1cc(OC)c(OC)cc1CN1CCCC(C(=O)N2CCCCC2)C1 (stereo unspecified)
→ -1	-5	-2	-0.5	-3	-2	-2	14	5	-11
> CCOc1cc(/C=N/NC(=O)C(=O)NC)cc(Br)c1O
→ -2	-5	-2	-0.2	8	0	22	40	-5	1
> CCCC(=O)N1CCN(c2ccc(NC(=O)c3ccc4c(c3)OCCO4)cc2)CC1
→ 1	-17	1	-1.6	-23	-1	24	9	7	0
> Cn1cccc1/C=C(\C#N)c1ccccc1
→ 0	-5	3	-1.0	-1	0	-12	-9	7	4
> COc1ccc(NC(=O)CN(C)C(=O)CCc2ccccc2)cc1
→ -2	4	2	-0.5	-38	-3	-1	15	-5	0
